AI-2 QS modul = modulates the Vibrio harveyi AI-2 quorum sensing system | Vibrio harveyi JMH597 AI-2 luminescence/OD600 ratio, 9 h; stronger effect = lower value; strain lacks LuxN and CqsS sensors; 0 = neutral-control median | activity change, % at 7.5 µM | hit rate 0.4% among 300,000 | AID 2094; in the data active = activity change below about -75%, passing the limit was not always enough; inconclusive = no clear call, values can overlap the other calls;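 also: luminescence divided by OD600 gain over 9 h not by final OD600 alone; inactives centre near 13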
GSK3B inh = human GSK3beta kinase inhibition. hit rate 0.038% among 300,000. GST-GSK3beta kinase, ADP-Glo luminescence, 60 min; stronger effect = lower value. P49841. activity score (negative = inhibition), % at 10 µM;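 active = more than half of replicate wells score below -50%, meaning over 50% inhibition versus plate controls; inconclusive = some replicates but at most half score below -50%; inactive = no replicate scores below -50%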;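 also: 0% = median DMSO wells and -100% = median GW8510 positive control wells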
Target sequence (P49841 whole entry, looked up): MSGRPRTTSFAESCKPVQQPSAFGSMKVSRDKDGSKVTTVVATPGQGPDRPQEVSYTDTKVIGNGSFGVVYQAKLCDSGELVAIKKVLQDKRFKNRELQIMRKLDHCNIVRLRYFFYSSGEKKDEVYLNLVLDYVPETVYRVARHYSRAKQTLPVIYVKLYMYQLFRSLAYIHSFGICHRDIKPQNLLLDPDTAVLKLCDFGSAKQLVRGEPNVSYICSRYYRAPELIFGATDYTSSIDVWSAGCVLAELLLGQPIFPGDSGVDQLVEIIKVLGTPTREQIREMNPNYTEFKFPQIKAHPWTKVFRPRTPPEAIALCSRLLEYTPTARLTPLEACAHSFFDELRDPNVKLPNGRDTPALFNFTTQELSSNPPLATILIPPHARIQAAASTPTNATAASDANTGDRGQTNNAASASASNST
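test system = GST-tagged human GSK3beta kinase, cell-free | reagent = 25 µM ATP with peptide substrate | dosing = one dose of 10 µM per compound | schedule = 60 min reaction, RT | detection = luminescent ADP-Glo measurement of ADP formed | control set = DMSO neutral wells and GW8510 at 20 µM as positive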
aSyn 5UTR inh = MLPCN primary screen, SNCA 5' untranslated region. inhibition, % (tested at 7.5 µM). hit rate 0.82% among 300,000. alpha-synuclein 5'UTR reporter, inhibitor activity; in the data active = inhibition above about 60%; inconclusive = no clear call, values can overlap the other calls;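 also: H4 neuroglioblastoma cells stably carrying SNCA 5'UTR luciferase fusion; 0% = DMSO wells and 100% = positive control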
IEC-6 tox = counter-screen for KLF5 inhibitors: cytotoxicity in IEC-6 cells; AID 1825; IEC-6 cytotoxicity, luminescence viability; inhibition, % at 5 µM; hit rate 0.78% among 290,000; in the data active = inhibition above about 22%;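 also: 0% = plate median of test compound wells and 100% = cytotoxic reference compound wells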
KLF5 inh = inhibitors of KLF5 expression; hit rate 0.23% among 290,000; inhibition, % at 5 µM; DLD-1 KLF5 promoter-luciferase reporter, luminescence;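 active = inhibition above a per-plate limit of that plate's mean compound inhibition plus 3 SD, cut at about 60% in these data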;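 also: 0% = DMSO wells and 100% = LY294002 at 200 µM; higher means less KLF5 promoter-driven luciferase light; inactives centre near -14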
HSF-1 act = increases HSF-1 driven luciferase reporter signal; NIH3T3-HGL HSF-1 luciferase reporter, MG132, 8 h; 100% = twice DMSO control signal; activation, % at 9 µM; hit rate 1.7% among 300,000; AID 504408;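 active = mean replicate activation of at least 50% with a set share of replicates each reaching 50%; inconclusive = only one of those two conditions met; inactive = mean below 50% and too few replicates reaching it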;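 also: 0% = median of the neutral control wells and 100% = twice that signal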
GSK3A inh = human GSK-3 alpha kinase inhibition. P49840. ADP-Glo luminescence, 60 min. inhibition, % at 10 µM. hit rate 0.1% among 320,000. AID 2650;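 in the data active = inhibition above about 50%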;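 also: GST-tagged GSK-3 alpha with peptide substrate and 25 µM ATP; 0% = DMSO neutral wells and 100% = GW8510 positive control wells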
Target sequence (P49840 whole entry, looked up): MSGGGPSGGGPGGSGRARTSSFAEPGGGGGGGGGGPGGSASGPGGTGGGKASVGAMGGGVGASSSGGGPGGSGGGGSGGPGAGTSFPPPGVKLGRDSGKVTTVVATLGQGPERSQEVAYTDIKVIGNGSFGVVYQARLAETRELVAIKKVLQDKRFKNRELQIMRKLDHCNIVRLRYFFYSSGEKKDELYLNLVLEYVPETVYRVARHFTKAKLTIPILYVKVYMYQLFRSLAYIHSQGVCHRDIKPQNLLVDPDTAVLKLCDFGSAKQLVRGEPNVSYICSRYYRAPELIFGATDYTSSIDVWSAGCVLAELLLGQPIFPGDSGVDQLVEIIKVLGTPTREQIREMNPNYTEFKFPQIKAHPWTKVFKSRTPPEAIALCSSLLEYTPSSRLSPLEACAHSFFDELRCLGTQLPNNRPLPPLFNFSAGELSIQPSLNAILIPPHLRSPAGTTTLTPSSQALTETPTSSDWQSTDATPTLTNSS
HSP90 refold inh = HSP90 refolding inhibition in rabbit reticulocyte lysate; luciferase refolding luminescence, 3 h; inhibition, % at 5.6 µM; hit rate 0.91% among 290,000; AID 1789;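 active = inhibition above the screen-wide mean plus 3 SD, computed separately per campaign, cut at about 16% in these data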;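 also: 0% = DMSO wells and 100% = 60 µM geldanamycin wells; inhibitors lower the luminescence because luciferase stays unfolded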
PolyA inh = yeast polyadenylation inhibition | S. cerevisiae SKY197-pL101 polyadenylation reporter, beta-gal luminescence; efflux-impaired pdr1/pdr3 knockout yeast; score 100 = 6 SD above DMSO | calls only at 12 µM | hit rate 0.02% among 300,000 | AID 1875;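 active = lowest replicate activity score at least 50, where 100 means six control SD above control mean; inconclusive = lowest score under 50 but half or more replicates reach 50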;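 also: yeast exposed to compound for 9 h at 30 °C; higher score means more reporter readthrough which indicates perturbed polyadenylation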
HSF1 inh = HSF1 inhibition | hit rate 0.77% among 300,000 | NIH3T3-HGL HSE-luciferase, MG132-induced, luminescence 8 h; stronger effect = lower value | activity change, negative = inhibition, % at 7.5 µM (by protocol);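 active = more than half of replicate wells show activity change below -50%, luminescence cut by over half; inconclusive = some wells, but at most half, below -50%; inactive = no replicate well below -50%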;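 also: luciferase reports HSF-1 transcriptional activity via heat shock element; 0% = median of DMSO wells and -100% = zero luminescence signal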
* marks the source's active call; other numbers are inactive results; i = inactive; ? = inconclusive; · = not tested or not shown.

SMILES	AI-2 QS modul	GSK3B inh	aSyn 5UTR inh	IEC-6 tox	KLF5 inh	HSF-1 act	GSK3A inh	HSP90 refold inh	PolyA inh	HSF1 inh
COc1cccc(C2NC(=O)CCC2[N+](=O)[O-])c1 (stereo unspecified)	22	0	6	-8	-6	-4	-1	-3	i	-1
CC(C)CCOP(=O)(c1ccc(N(C)C)cc1)C(O)c1ccccc1F (stereo unspecified)	14	1	35	5	-30	26	-2	0	i	13
CCOC(=O)CNC(=O)CCc1nnc2ccc(N3CCC(C)CC3)nn12	32	0	-1	2	-33	29	-5	1	i	5
COc1cc(C2C3=C(CC(C)(C)CC3=O)N(C)C3=C2C(=O)CC(C)(C)C3)cc(Br)c1O	13	-1	3	-1	-10	-51	-1	0	i	-41
CCCC(=O)Nc1nc(-c2ccc(Cl)s2)cs1	22	6	-114	4	-17	14	-2	-1	i	3
CS(=O)(=O)c1ccc2nc(NC(=O)c3ccc(N4C(=O)CCC4=O)cc3)sc2c1	18	-2	-9	1	-7	-4	0	2	i	-7
CCCCC(CC)CNC(=O)c1[nH]c(C)c(C(C)=O)c1C (stereo unspecified)	23	-1	4	-2	-53	2	0	0	i	2
Cc1ccc(NC(=O)c2ccco2)cc1NC(=O)CSc1nnc(-c2cccs2)n1C	21	5	-14	7	3	-15	3	1	i	-6
CC(C)C(=O)Nc1ccc(Br)cc1Cl	26	1	8	-6	-20	2	0	-1	i	6
Cc1cc(C)cc(C(=O)Nc2cccnc2)c1	2	0	-5	-5	-13	20	1	-2	i	8
CC1(C)Cc2c(sc3nc(C4CCCCC4)n(N)c(=O)c23)CO1	21	1	7	0	-2	-1	1	6	i	-3
CC(NC(=O)C1CCCN1S(=O)(=O)c1cccc2cccnc12)c1ccccc1 (stereo unspecified)	30	-3	22	-1	-11	-2	-2	-4	i	-5
Cc1cc(C)nc(N(C#N)Cc2cccc(Cl)c2)n1	26	0	14	3	-23	12	-3	-2	i	6
CNS(=O)(=O)c1cccc(C(=O)OCC(=O)c2cc(C)n(-c3ccc4c(c3)OCO4)c2C)c1	46	1	-59	-5	-25	0	-1	1	i	0
COc1ccc(N(C)S(=O)(=O)c2ccc3c(c2)NC(=O)CO3)c(OC)c1	12	-1	14	4	-16	-2	·	2	i	0
O=C(CC1C(=O)NCCN1Cc1ccccc1C(F)(F)F)NC1CCCC1 (stereo unspecified)	15	1	8	2	-22	-13	0	3	i	2
O=C(CSc1ccccn1)Nc1ccc(Cl)cn1	16	-1	-34	0	-16	15	5	1	i	13
Cc1ncoc1C(=O)NC1CC(C)(C)Cc2c1cnn2-c1ccccc1 (stereo unspecified)	-4	-2	-5	2	-29	1	-1	-3	i	-4
O=C(COC(=O)COc1ccc2ccccc2c1)NCC(F)(F)F	12	2	-11	3	-1	-7	-2	0	i	1
COc1ccc(NC(=O)c2csc(C)c2)cc1OC	6	1	-30	1	-51	6	-1	-2	i	3
COc1ccc(C(=O)Nc2ccc(NC(=O)c3cnccn3)cn2)cc1	19	0	-1	-9	-12	-24	-1	-9	i	-14
CCC(C)OC(=O)c1[nH]c2c(c1C)C(=O)CC(c1ccc(N(C)C)cc1)C2 (stereo unspecified)	13	2	-92	5	-8	29	·	-3	i	19
COc1ccc2nc(N(Cc3ccccc3)C(=O)CCNC(C)=O)sc2c1	8	1	-47	6	-44	1	-3	0	i	11
COc1ccc(OC)c(/C=N/NC(=O)c2c(C)nc3ccc(C)cn23)c1	31	-25	5	6	5	8	-1	-6	i	6
CC(=O)OC1=Cc2c(ccc3ccc(=O)oc23)OC1(C)C	3	-5	0	-1	-32	9	0	7	i	0

Ordered by molar mass (descending): some entries from above.
SMILES	AI-2 QS modul	GSK3B inh	aSyn 5UTR inh	IEC-6 tox	KLF5 inh	HSF-1 act	GSK3A inh	HSP90 refold inh	PolyA inh	HSF1 inh
CC(NC(=O)C1CCCN1S(=O)(=O)c1cccc2cccnc12)c1ccccc1 (stereo unspecified)	30	-3	22	-1	-11	-2	-2	-4	i	-5
O=C(CC1C(=O)NCCN1Cc1ccccc1C(F)(F)F)NC1CCCC1 (stereo unspecified)	15	1	8	2	-22	-13	0	3	i	2
COc1ccc(N(C)S(=O)(=O)c2ccc3c(c2)NC(=O)CO3)c(OC)c1	12	-1	14	4	-16	-2	·	2	i	0
Cc1ncoc1C(=O)NC1CC(C)(C)Cc2c1cnn2-c1ccccc1 (stereo unspecified)	-4	-2	-5	2	-29	1	-1	-3	i	-4
O=C(COC(=O)COc1ccc2ccccc2c1)NCC(F)(F)F	12	2	-11	3	-1	-7	-2	0	i	1
CC1(C)Cc2c(sc3nc(C4CCCCC4)n(N)c(=O)c23)CO1	21	1	7	0	-2	-1	1	6	i	-3
CC(=O)OC1=Cc2c(ccc3ccc(=O)oc23)OC1(C)C	3	-5	0	-1	-32	9	0	7	i	0
COc1cccc(C2NC(=O)CCC2[N+](=O)[O-])c1 (stereo unspecified)	22	0	6	-8	-6	-4	-1	-3	i	-1
Cc1cc(C)cc(C(=O)Nc2cccnc2)c1	2	0	-5	-5	-13	20	1	-2	i	8

The results go on.
SMILES	AI-2 QS modul	GSK3B inh	aSyn 5UTR inh	IEC-6 tox	KLF5 inh	HSF-1 act	GSK3A inh	HSP90 refold inh	PolyA inh	HSF1 inh
CN(c1ccc(C(=O)NCCSCc2c(F)cccc2Cl)cc1)S(C)(=O)=O	28	3	1	0	-23	-3	0	-2	i	-4
CC(C)c1ccccc1-n1c(SCC(=O)c2ccc3c(c2)NC(=O)CO3)nc2ccccc2c1=O	·	·	?	-6	-8	7	·	2	i	6
Cc1cccc(C)c1NC(=O)NC1(C(=O)NCc2ccncc2)CCCCC1	13	-1	-15	-1	-17	-23	1	-3	i	-2
O=c1nc2n(c3ncccc13)CCC2	10	3	1	-6	-38	-4	0	16*	i	-8
CCN(CC)C(=O)Cn1cc(S(=O)(=O)CC(=O)NCc2ccc3c(c2)OCO3)c2ccccc21	26	3	-17	-4	-6	·	-3	1	i	·
O=C(COc1ccc2ccccc2c1)N/N=C/C1CC=CCC1 (stereo unspecified)	6	10	4	4	-19	7	-1	-3	i	0
Cc1sc(NC(=O)c2ccco2)c(C(c2ccccc2)N2CCC(C)CC2)c1C (stereo unspecified)	20	0	-46	2	7	11	-3	2	i	-4
Cc1ccc(-c2nnc(N3CCOCC3)c3ccccc23)cc1S(=O)(=O)NCc1cccnc1	16	-1	10	2	-32	33	2	1	·	2
O=C(CNC(=O)c1ccc2ccccc2c1)NCc1ccccc1F	18	-6	-27	3	-20	-16	-3	-5	i	-6
COc1ccc(NS(=O)(=O)c2ccc(-n3cnnn3)cc2)cc1OC	9	0	0	9	-55	-7	·	5	i	0
NNC(=O)c1cc(-c2ccco2)[nH]n1	27	1	-8	-2	-21	6	0	7	i	-6
Cc1c(C(=O)Nc2ccc(S(=O)(=O)N3CCOCC3)cc2)cccc1[N+](=O)[O-]	-1	-2	-26	-6	-41	7	·	7	i	1
O=C(O)CSc1nnc(-c2ccc(Cl)cc2Cl)n1-c1ccc(Br)cc1	-53	-1	-6	0	0	-5	1	4	·	-8
CCC(=O)Nc1ccc(/C(C)=N\NS(=O)(=O)c2ccc(C)cc2)cc1	33	2	-7	3	-35	-21	1	-4	i	-2
CN(Cc1ccc(F)cc1)C(=O)CNC(=O)C1CCCCC1	12	-1	-20	2	8	-9	-2	2	i	6
C/C(=N\NC(=O)Cc1ccc(F)cc1)c1ccc(O)cc1	6	0	22	-2	7	5	-23	0	i	0
Nc1ccc(C23CC4CC(CC(C4)C2)C3)cc1	25	-1	22	-6	-25	-25	·	0	i	-21
Cc1c(C#N)c(N)nc2c3c(sc12)NC(=O)CC3c1ccccc1 (stereo unspecified)	25	1	30	-3	-22	48	0	-1	i	21
Nc1c(N(CCO)C(=O)/C=C/c2ccco2)c(=O)[nH]c(=O)n1Cc1ccccc1	11	2	19	-3	-6	2	-2	-1	i	2
Cc1ccc(C(C)NC(=O)Cn2nc(C)c([N+](=O)[O-])c2C)cc1 (stereo unspecified)	25	0	13	4	-19	6	0	-1	i	-4
Cc1ccc(S(=O)(=O)N2CCOCC2)cc1C(=O)Nc1ccc(C(N)=O)cc1	62	-3	-3	3	-23	2	-3	4	i	2
COc1ccc(/C=C/C2=Nc3ccccc3NC(C)(C)C2)cc1OC	36	5	-78	3	-51	12	-5	2	i	-4
CCCCOC(=O)/C=C\C(=O)NC(N)=O	-37	-3	-11	0	-8	13	-3	1	i	21
C/C(=C\C(=S)Nc1ccccc1)Nc1ccc2ccccc2c1	0	-1	-94	7	3	-9	-1	1	i	1
Nc1nc(-c2ccccc2)c(N=Nc2cccc3ccccc23)s1	23	-1	-23	6	-20	-3	1	2	i	2
SMILES	AI-2 QS modul	GSK3B inh	aSyn 5UTR inh	IEC-6 tox	KLF5 inh	HSF-1 act	GSK3A inh	HSP90 refold inh	PolyA inh	HSF1 inh
COC(=O)c1nc(NC(=O)c2ccc(C(C)(C)C)cc2)n[nH]1	22	-1	24	1	-42	-81	·	2	i	-75*
C=CCN=C1S/C(=C/c2ccc([N+](=O)[O-])cc2)C(=O)N1CC=C	21	-2	1	-8	-25	19	-3	-1	i	6
CCOc1ccccc1C(=O)N1CCOCC1	17	1	-4	2	1	-9	0	-2	i	-4
O=C(NC1CCCC1)c1cc(-c2ccccc2O)on1	17	1	-77	-2	-163	?	1	-2	i	31
Cn1c(Nc2cccc(Cl)c2)nc2ccccc21	10	-4	-64	4	-66	21	0	-3	i	13
CCOn1c(=O)c(-c2cccs2)[n+]([O-])c2ccccc21	24	-1	-7	-2	-25	15	0	-1	i	2
Cc1cccc(C(=O)N/N=C/c2cc(Br)c(Br)o2)c1	23	-3	-61	0	-52	-1	·	2	i	-14
CSc1nnnn1CCn1nnnc1SC	26	3	7	1	-28	-6	2	0	i	-9
CCC(C)NC(=O)CC(NS(=O)(=O)c1ccc(NC(C)=O)cc1)C(C)C (stereo unspecified)	17	2	14	9	-6	-8	12	3	i	0
O=C(NCCCNC(=O)c1ccc(F)cc1)c1ccc(F)cc1	8	6	17	3	-19	7	-2	-1	i	1

Assay outcomes as filed in PubChem BioAssay.

The list is partial; rates above refer to the full screens.
